GASC-1 inh: inhibitors of human GASC-1 (JMJD2C) demethylase | Q9H3R0 | GST-JMJD2C(1-420) H3K9me3 demethylation, DELFIA europium | inhibition, % at 2.35 µM | 330,000 compounds, 0.069% hits;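 active means more than half of a compound's replicate wells show inhibition beyond 50%, single wells judged on their own value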;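 further: signal counts dimethyl H3K9 product captured on neutravidin plate; 0% = median of DMSO wells and 100% = 0.3 times that DMSO median; strong numbers were not always called active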
PP1 counter: blocks human PP1-alpha phosphatase, a PP5 counter-screen; 320,000 compounds, 0.9% hits; purified PP1alpha, OMFP fluorescence; inhibition, % at 6.7 µM; AID 2235;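 active means inhibition above the mean inhibition of all tested compounds plus 3 SD, computed separately for each screening campaign, cut at about 15% in these data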
Target sequence (P62136 whole entry, looked up): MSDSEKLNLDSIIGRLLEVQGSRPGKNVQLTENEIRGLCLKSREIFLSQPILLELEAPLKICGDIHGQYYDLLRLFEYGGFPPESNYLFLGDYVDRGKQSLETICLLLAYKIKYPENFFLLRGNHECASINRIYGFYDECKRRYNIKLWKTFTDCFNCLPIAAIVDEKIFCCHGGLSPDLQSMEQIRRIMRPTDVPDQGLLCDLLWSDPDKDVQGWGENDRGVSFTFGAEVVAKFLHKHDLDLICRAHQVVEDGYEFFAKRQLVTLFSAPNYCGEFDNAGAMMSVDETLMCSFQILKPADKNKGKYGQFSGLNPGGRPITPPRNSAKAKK
core dimer inh: blocks dimerization of HCV core protein; inhibition, % at 5 µM; AID 1899; 300,000 compounds, 0.33% hits; TR-FRET GST/Flag-core106 dimerization, 1536-well;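 active means inhibition above the mean of all tested compounds plus 3 SD, set per screening campaign, cut at about 45% in these data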
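System: GST-tagged and Flag-tagged HCV core protein residues 1-106 / Input: core106 proteins, GST 13.5 nM and Flag 17 nM / Buffer or medium: KF-containing HEPES buffer, pH 7.45, DTT, CHAPS, BSA / Probe or stimulus: Eu-anti-GST and XL665-anti-Flag labelled anti-tag antibodies / Schedule: 4 h, 22.5 °C incubation / Technique: TR-FRET 671 and 617 nm emission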
Efflux pump inh: inhibitors of Candida antifungal efflux pumps expressed in yeast | inhibition, % at 10 µM | 330,000 compounds, 0.44% hits | S. cerevisiae Candida pump triplex, Nile Red efflux;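 active means plate passing quality check with inhibition over a set limit, or well fluorescence over plate mean plus 4 SD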;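 further: Nile Red retained in pooled yeast measured as flow cytometry median fluorescence; 0% = buffer negative control and 100% = Enniatin B positive control; higher means more Nile Red kept so more efflux inhibition; some compounds called inactive have numbers as strong as hits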
TPT1 inhibitor: C. albicans TPT1 enzyme inhibition; recombinant caTPT1, FP RNA substrate dephosphorylation; inhibition, % at 5 µM; 300,000 compounds, 0.81% hits; AID 1962;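 active means inhibition above the mean of all tested compounds plus 3 SD, set per screening campaign, cut at about 24% in these data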;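 further: plate controls were DMSO alone for no effect and ferristatin control at 100 nM for full effect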
procasp7 counter: activates human procaspase-7, counter-screen for procaspase-3 activators; recombinant procaspase-7, Ac-DEVD-pNA absorbance 405 nm; D23A/D198A/D206A triple mutant, cannot self-cleave; scale: DMSO 0, 5 µM enzyme 100; activation, % at 8.5 µM; 330,000 compounds, 0.093% hits;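 active means percent activation above the screen-wide mean plus 3 SD, cut at about 25% in these data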
Target sequence (P55210 whole entry D23A/D198A/D206A): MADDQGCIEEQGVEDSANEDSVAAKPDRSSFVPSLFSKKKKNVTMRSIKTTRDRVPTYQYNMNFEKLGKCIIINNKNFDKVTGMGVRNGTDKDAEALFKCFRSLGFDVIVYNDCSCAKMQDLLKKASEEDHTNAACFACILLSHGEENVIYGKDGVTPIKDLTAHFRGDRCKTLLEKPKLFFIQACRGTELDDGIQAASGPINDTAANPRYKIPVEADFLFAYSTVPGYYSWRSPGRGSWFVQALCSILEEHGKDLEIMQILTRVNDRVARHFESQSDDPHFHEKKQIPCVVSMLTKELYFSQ
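Assay system: Uncleavable procaspase-7 mutant enzyme / Input: 2 µM procaspase-7 mutant as dispensed / Dosing: single nominal 8.5 µM compound dose, 0.8% DMSO final / Timing: 1 h enzyme–compound preincubation and 2 h substrate reaction, both 25 °C / Detection: p-Nitroaniline absorbance at 405 nm, read at 0 and 120 min / Replication: singlicate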
Fh CTSL1 inh: blocks F. hepatica cathepsin L1 in PFM18AAP counter-screen; AID 1906; inhibition, % at 5.96 µM; recombinant F. hepatica cathepsin L1, Z-Leu-Arg-MCA fluorescence; 300,000 compounds, 0.49% hits;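 active means inhibition above the mean of all tested compounds plus 3 SD, set per screening campaign, cut at about 17% in these data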;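 further: 0% = plate median of test compound wells and 100% = 1 µM Z-Phe-Ala-diazomethylketone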
PP5 inh: blocks human protein phosphatase 5 activity; P53041; purified PP5c, OMFP substrate fluorescence; inhibition, % at 6.7 µM; 320,000 compounds, 0.18% hits; AID 1987;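 active means inhibition above the campaign's mean inhibition across all tested compounds plus 3 SD, cut at about 9.5% in these data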;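 further: 0% = DMSO only and 100% = 100 µM cantharidin control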
proCasp3 act: procaspase-3 (human) activation; P42574; recombinant procaspase-3 D3A, Ac-DEVD-pNA absorbance 405 nm; activation, % at 8.5 µM; 330,000 compounds, 0.11% hits; AID 463141;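 active means activation above the mean of all tested compounds plus 3 SD, cut at about 21% in these data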;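 further: 0% = DMSO alone and 100% = DMSO wells spiked with extra 5 µM PC-3 D3A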
Target sequence (P42574 whole entry D9A/D28A/D175A): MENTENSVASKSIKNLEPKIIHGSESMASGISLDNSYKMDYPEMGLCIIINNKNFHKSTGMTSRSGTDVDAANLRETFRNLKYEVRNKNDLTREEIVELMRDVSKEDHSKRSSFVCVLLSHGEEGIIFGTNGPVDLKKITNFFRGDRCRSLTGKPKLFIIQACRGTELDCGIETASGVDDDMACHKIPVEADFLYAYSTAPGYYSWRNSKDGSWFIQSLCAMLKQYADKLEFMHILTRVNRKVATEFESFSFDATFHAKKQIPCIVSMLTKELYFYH
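material = Procaspase-3 D3A mutant | probe or stimulus = Ac-DEVD-pNA | compound = single dose, 8.5 µM nominal compound, 0.8% DMSO | timing = 1 h preincubation, 2 h reaction | measured by = 405 nm absorbance of p-nitroaniline, reads at 0 and 120 min | benchmarks = DMSO-only low control, 5 µM PC-3 D3A high control | repeats = singlicate, each compound tested once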
* = called active by the depositor; / = not tested or not shown; & = joins results of further samples. No enrichment for hits. About 2.9% of those tested had a hit in this group.

Below each compound – GASC-1 inh | PP1 counter | core dimer inh | Efflux pump inh | TPT1 inhibitor | procasp7 counter | Fh CTSL1 inh | PP5 inh | proCasp3 act
- N#CN=C(N)c1ccccc1
 : -7.8&-1.3 | -2.8 | -2.9 | -0.1 | -4.7 | -5.9 | 0.7 | -1.9 | -3.5
- O=C(NN(c1ccccc1)c1ccccc1)c1ccccc1F
 : 9.7 | 4.3 | 3.4 | 0.2 | -1.2 | -6.2 | -1.0 | 0.4 | -5.2
- COc1ccccc1NC(=S)N1CCCC1
 : 0.6 | -6.4 | 0.2 | 0.1 | 2.1 | 2.9 | -4.5 | 2.1 | -6.2
- COC(=O)C(CO)NC(=O)C1CCCN1C(=O)CNC(=O)OCc1ccccc1 (stereo not given)
 : -8.7 | 6.3 | 3.5 | -0.1 | -0.9 | 3.0 | -0.1 | 1.7 | -5.0
- O=C(NCc1ccc(F)cc1)Nc1cccc([N+](=O)[O-])c1
 : 1.5 | -2.9 | -2.7 | 0.0 | -3.9 | 0.4 | -2.3 | 0.2 | 7.2
- CC(=O)N1c2ccc(Cl)cc2C2C=CCC2C1c1cccc2ccccc12 (stereo not given)
 : 12.4 | 0.9 | -0.2 | 0.1 | 5.0 | 5.1 | 1.4 | 1.1 | -1.7
- CCc1ccc2c(c1)C1(NN=C(c3cccc4ccccc34)S1)C(=O)N2 (stereo not given)
 : 0.1 | 3.1 | 20.6 | 0.0 | 17.8 | -49.9 | 7.3 | 2.0 | -43.3
- Cc1cc(C(=O)NC2CCCCC2)c(C)n1-c1ccc(F)cc1
 : 6.8 | 1.1 | 2.0 | -0.6 | 3.0 | -2.9 | 3.0 | -1.0 | -7.2
- COC(=O)C1(C)NC(c2ccc(O)cc2)C2C(=O)N(c3ccc(C)cc3)C(=O)C21 (stereo not given)
 : -6.0 | -8.5 | 2.9 | -0.1 | -2.9 | -0.2 | -0.8 | -1.5 | -6.8
- O=C(Nc1ccc(Cl)cc1)N1CCN(c2ccccc2)CC1
 : 51.9* | 0.5 | -4.5 | 0.0 | -3.2 | -4.7 | 5.5 | 2.3 | -1.7
- CC(C)=N/N=C(\N)SCc1ccccc1
 : 10.1 | 3.7 | 2.0 | -0.1 | -7.0 | -34.3 | 10.6 | 1.2 | -24.0
- CCCOc1ccc(N2C(=O)CC(N3CCOCC3)C2=O)cc1 (stereo not given)
 : -7.2 | -0.5 | -2.3 | -1.4 | 1.4 | -2.6 | -8.3 | 1.7 | -12.4
- CCO[C@@H]1OC(C(=O)N2CCCCCCC2)=C[C@H](c2cn(C(C)=O)c3ccccc23)[C@H]1CCCO
 : 4.1 | 4.8 | -1.4 | 0.2 | 1.2 | 3.7 | -2.0 | -0.1 | 1.8
- O=C(Nc1ccc(Cl)cc1)Nc1ccccc1Sc1ncc([N+](=O)[O-])s1
 : 3.1 | 1.6 | 0.2 | -0.2 | 10.6 | -27.4 | -1.6 | -2.4 | -22.5
- O=C1CCN(Cc2ccccc2)CCN1[C@H](CSc1ccccc1)c1ccccc1
 : 2.0 | 3.0 | 11.2 | -0.1 | -0.9 | -4.3 | -2.2 | 2.5 | 1.1
- Cc1ccc2c(c1)-n1c(nc3ccc(Cl)cc3c1=O)C(CC(C)C)NC2=O (stereo not given)
 : -5.6 | / | / | -0.2 | / | 10.2 | / | / | 8.4
- CSc1ccccc1C(=O)NC1CCCc2ccccc21 (stereo not given)
 : 12.6 | -2.6 | 8.1 | 0.3 | -2.5 | 2.6 | 6.0 | 1.0 | -10.2
- CC(C)n1c(O)c(N=NC(=O)C2COc3ccccc3O2)c2ccccc21 (stereo not given)
 : 12.0 | 1.9 | 8.2 | 0.2 | 0.6 | 0.9 | 8.1 | 3.2 | -6.0
- COc1ccccc1Nc1nc(N)nc(CSc2nccn2C)n1
 : 9.5 | -1.6 | -7.9 | 0.1 | -3.4 | -4.7 | -1.7 | 1.0 | 7.5
- Cc1csc(NC(CO)c2nc3ccccc3n2CCOCCO)n1 (stereo not given)
 : 3.1 | -5.2 | 3.7 | 0.0 | -1.6 | 0.7 | -2.0 | 1.4 | 6.2
- CCc1c(C)[nH]c(=S)c(C#N)c1C
 : 0.7 | -2.5 | -0.1 | 0.1 | -1.0 | -16.5 | -1.5 | -0.1 | -23.4
- C=CCn1c(COc2cccc(C)c2)nnc1SCC(=O)NC(=O)NCc1ccco1
 : 5.4 | 2.5 | 18.4 | 0.1 | 7.0 | -11.5 | 3.1 | 2.7 | -6.3
- O=C(CCCC(=O)OCC(Cl)=C(Cl)Cl)Nc1ccccc1F
 : 10.4 | -2.8 | 0.7 | 0.1 | -1.3 | -4.2 | -3.7 | 1.9 | -12.1
- O=C(COc1ccccc1O)NCCN1CCOCC1
 : 2.7 | -0.2 | -4.3 | 0.1 | -0.4 | -6.2 | -2.3 | 2.4 | -0.8
- c1ccc(CCNc2c3c(nc4ncnn24)CCC3)cc1
 : 5.7 | -2.3 | 1.4 | -0.1 | -0.3 | -5.0 | 3.1 | 1.1 | -4.4
- CCC(C)c1ccc2oc(-c3ccc(NC(=O)c4ncn[nH]4)cc3)nc2c1 (stereo not given)
 : -7.8 | 14.7 | 7.8 | 0.2 | -0.6 | 2.8 | -1.5 | 1.0 | 7.3
- CC(=O)N1CCN(c2ccc([N+](=O)[O-])c(-n3nc(C)cc3C)c2)CC1
 : 33.9 | -0.5 | -1.6 | -0.1 | -0.5 | -7.4 | 1.9 | -1.4 | 0.1
- Nc1nc(NC(=O)c2ccco2)nn1-c1ccccc1
 : -3.0 | 10.3 | 5.7 | 0.1 | -0.7 | 9.4 | -1.7 | -0.4 | -2.9
- COc1ccc(C)cc1NC(=O)C(C)N1CCOCC1 (stereo not given)
 : -1.6 | 0.8 | -2.9 | 0.2 | -1.8 | 15.5 | 1.6 | 0.2 | 8.9
- Cc1ccc(C)c2[nH]c(=O)c(CN(Cc3ccco3)C(=O)Nc3ccccc3)cc12
 : 6.9 | 2.7 | 15.1 | -0.1 | 2.3 | 5.7 | -0.8 | 1.5 | -3.2

Next part; the last 2 above are carried over.
Below each compound – GASC-1 inh | PP1 counter | core dimer inh | Efflux pump inh | TPT1 inhibitor | procasp7 counter | Fh CTSL1 inh | PP5 inh | proCasp3 act
- COc1ccc(C)cc1NC(=O)C(C)N1CCOCC1 (stereo not given)
 : -1.6 | 0.8 | -2.9 | 0.2 | -1.8 | 15.5 | 1.6 | 0.2 | 8.9
- Cc1ccc(C)c2[nH]c(=O)c(CN(Cc3ccco3)C(=O)Nc3ccccc3)cc12
 : 6.9 | 2.7 | 15.1 | -0.1 | 2.3 | 5.7 | -0.8 | 1.5 | -3.2
- Cn1c(SCC(N)=O)nnc1C1CCN(C(=O)NC2CCCCC2)CC1
 : 11.4 | -0.7 | -4.5 | -0.1 | -1.7 | 6.7 | -2.5 | -2.3 | -3.8
- c1ccc(Oc2cccc(NC3=NCCC3)c2)cc1
 : 0.4 | -2.4 | 0.0 | -0.1 | 2.1 | 4.5 | -4.3 | 4.2 | 8.9
- CCOC(=O)C1=C(c2ccccc2)NC(SC)=C(C#N)C1c1cccnc1 (stereo not given)
 : -5.1 | 2.2 | 0.4 | -0.1 | 0.1 | 3.4 | 2.3 | -0.1 | 7.5
- Oc1ccccc1NCC(O)Cn1ccc2ccccc21 (stereo not given)
 : 48.9 | 11.6 | -12.4 | 0.0 | 23.9 | -15.2 | -1.5 | 9.8* | -13.0
- CCCCN1C(=O)N(C)C2C1N(C)C(=O)N2CCCC (stereo not given)
 : -27.1 | -0.2 | -5.8 | -0.1 | -2.2 | 0.9 | 1.6 | -0.4 | -3.0
- CCCN1CNc2c(c(=O)[nH]c(=S)n2-c2ccccc2Cl)C1
 : / | -4.5 | 0.9 | 0.0 | 4.5 | -8.5 | -2.4 | -1.2 | 1.0
- Cc1cccc2nc(C(F)(F)F)nc(=O)n12
 : 1.2 | -5.2 | -4.6 | 0.0 | -3.7 | 9.0 | -3.0 | 0.1 | 0.7
- CC(C)C(C)NC(=O)CSc1nnc(-c2c[nH]c3ccccc23)o1 (stereo not given)
 : -2.8 | 6.7 | 1.0 | 0.1 | 0.5 | 2.5 | 0.9 | -0.4 | 8.6
- C/[N+]([O-])=C1\Cc2ccccc2C1=O
 : -1.2 | 2.2 | -7.2 | 0.0 | -0.1 | -8.4 | -1.5 | -0.7 | -0.9
- CCc1ccc(C(=O)COC(=O)CNC(=O)Cc2ccccc2)cc1
 : 6.6 | -8.1 | -5.2 | -0.2 | -3.3 | -1.5 | -16.9 | 1.2 | 6.4
- CCOc1ccccc1NC(=O)CCS(=O)(=O)c1cccc2nonc12
 : -3.3 | -2.3 | -0.4 | -0.1 | -2.9 | -5.0 | -1.4 | 2.9 | -12.0
- FC(F)(F)c1nc2ccccc2[nH]1
 : -12.4 | -7.8 | -2.1 | 0.2 | 2.1 | 5.1 | -7.0 | -0.6 | 0.1
- COc1ccc(-c2ccc(C#N)c(SCC(=O)NCCc3ccccc3)n2)cc1OC
 : 1.4 | 5.7 | -8.9 | 0.1 | 0.8 | -1.6 | 2.4 | 0.6 | -1.7
- O=C(OCc1ccc([N+](=O)[O-])cc1)c1cc(S(=O)(=O)N2CCCCC2)ccc1N1CCOCC1
 : -4.9 | -3.3 | 4.6 | -0.1 | 0.2 | 11.3 | 5.8 | 1.0 | -0.8
- Cc1ccc(OCCOCCN2CCN(C)CC2)c(C(C)(C)C)c1
 : 3.0 | 0.8 | -1.2 | -0.1 | -0.5 | -3.2 | -0.5 | 3.1 | 7.6
- Cc1nn(-c2ccccc2)c(C)c1/C=N/NC(=O)c1cc(C(C)(C)C)[nH]n1
 : -0.2 | 2.7 | -2.6 | 0.2 | -0.4 | 3.4 | 0.3 | 0.2 | 4.0
- COc1ccc(S(=O)(=O)NC(C)C(=O)NCc2cccnc2)cc1Cl (stereo not given)
 : 0.7 | -2.3 | -114.3 | -0.1 | -2.3 | 4.0 | 1.2 | -0.1 | 3.1
- Clc1ccc2c(c1)C1OCCC1C(c1ccco1)N2 (stereo not given)
 : -21.2 | -3.8 | 3.2 | 0.4 | -6.8 | -8.4 | -2.4 | -1.7 | -18.2
- O=C(Nc1ccc(F)cc1)c1cc2ccccc2o1
 : -19.1 | 10.8 | 1.4 | 0.2 | 0.6 | 7.1 | -0.7 | 2.4 | 4.6
- CC(=NCCCn1ccnc1)c1c(C)[nH]n(-c2ccc([N+](=O)[O-])cc2)c1=O
 : 5.2 | 2.7 | -1.3 | -0.1 | -6.0 | -7.1 | 4.7 | -1.4 | 3.9

High-throughput results: PubChem BioAssay, several laboratories
